miR-122 sensor: miR-122 Renilla sensor signal increase in Huh7, primary screen, miR-122 inhibitor project, cell-based, single point, plate reader; Huh7 miR-122 Renilla luciferase sensor, 48 h; neutral wells = 0, positive control = 100; activation (reporter increase), % at 12.5 µM; 340,000 compounds, 0.3% hits; AID 602342, 2012;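 active = mean replicate activation score at least 90 and every replicate individually at or above 90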;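 also: higher luciferase means less miR-122 activity so hits act as miR-122 inhibitors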
Casp6 inh: human caspase-6 inhibitors, primary screen, biochemical, VEID-R110 fluorescence, single point, set 2. P55212. AID 686996, 2013. inhibition, % at 12.5 µM. 350,000 compounds, 0.53% hits. purified caspase-6, Z-VEID-R110 cleavage fluorescence;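 active = mean inhibition across replicates at least about 35%, with every replicate also reaching that limit, limit read from the data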;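 also: 0% = median of neutral control wells and 100% = no fluorescence left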
Target sequence (P55212 24-179 limits assumed): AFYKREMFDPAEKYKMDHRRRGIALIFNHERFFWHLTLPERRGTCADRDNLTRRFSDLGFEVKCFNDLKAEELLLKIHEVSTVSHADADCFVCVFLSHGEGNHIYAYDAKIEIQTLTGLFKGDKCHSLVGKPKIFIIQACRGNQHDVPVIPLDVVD
Target sequence (P55212 194-293 limits assumed): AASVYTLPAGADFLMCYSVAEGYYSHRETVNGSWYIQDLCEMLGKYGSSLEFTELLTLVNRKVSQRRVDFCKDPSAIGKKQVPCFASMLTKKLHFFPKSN
FN deposit inh: inhibitors of fibronectin matrix deposition, primary screen, AH1F cells, Alexa488-fibronectin fluorescence, plate reader; AH1F fibroblasts, overnight; inhibition, % at 12.6 µM; 350,000 compounds, 0.086% hits; AID 743247, 2014;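 active = mean inhibition across replicates of 30% or more, regardless of how many single replicates reach that level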;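 also: positive control wells lacked labelled fibronectin entirely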
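Assay system: AH1F fibroblast monolayer, labelled fibronectin deposition. Amount: 10000 cells per well. Also added: labelled fibronectin 24 nM. Compound: single-point pinned compound. Incubation: cell attachment 1 h, compound and FN exposure overnight. Detection: fluorescence after three HBSS washes, excitation 485 nm, emission 525 nm. Read-out: inhibition of fibronectin deposition signal.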
LGR2 antag: inhibitors of bursicon-induced LGR2 CRE-luciferase signal, primary screen, cell-based, HEK293, CRE-luciferase reporter, bursicon stimulation. Drosophila bursicon receptor LGR2 (rickets). bursicon-stimulated, 4 h. inhibition, % at 9.99 µM. 380,000 compounds, 0.35% hits. AID 720647, 2013;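 active = drop in luminescence signal, shown as inhibition above about 50% in the replicate tests, limit read from the data, passing the limit was not always enough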;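 also: agonist challenge used bursicon conditioned medium at about half maximal strength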
PGC1a acetyl inh: inhibitors of PGC1a acetylation signal, primary screen, cell-based, U2OS, AlphaScreen, inhibitor mode. AID 651687, 2012. 350,000 compounds, 0.17% hits. inhibition, % at 15.6 µM. AlphaScreen anti-acetyl-lysine; with virally co-expressed GCN5 acetyltransferase;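 active = every replicate shows inhibition of at least 40%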;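 also: 0% = neutral control wells and 100% = positive control wells; some results beyond the cut were filed as inactive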
EWS-Fli inh: EWS/Fli-driven NR0B1 reporter inhibitors, primary screen, A673 cells, NR0B1 luciferase, luminescence, MLPCN library. viability-normalised. inhibition, % at 12.6 µM. 350,000 compounds, 0.67% hits;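 active = mean inhibition of at least 50% after viability correction, with every replicate also passing that limit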;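 also: firefly luciferase signal divided by Alamar Blue viability fluorescence both relative to DMSO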
Cneo AK release: Cryptococcus neoformans cell lysis inducers, primary screen, AK release luminescence, single concentration; lysis activity, % at 15 µM; C. neoformans lysis, adenylate kinase release luminescence, 4 h; normalised: neutral wells 0, clomiphene wells 100; 360,000 compounds, 0.2% hits;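 active = mean lysis activity across replicates of at least 80%, whatever share of replicates individually reach that level; inactive = mean lysis activity below 80%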
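Schedule: static 4 h at 37 °C with compound, 1 h detection; system: C. neoformans cells; benchmarks: Clomiphene as positive control; buffer or medium: fresh YPD medium; measure: luminescence rise reflecting yeast cell lysis; measured by: luminescent adenylate kinase detection reagent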
PAX8 inh HTS: inhibitors of PAX8-driven TPO luciferase reporter, primary screen, RMG-I cells, single concentration. AID 652154, 2013. inhibition, % at 12.6 µM. SteadyGlo, 24 h. 360,000 compounds, 1.2% hits;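 active = mean replicate inhibition at least 60% with every replicate also reaching 60%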;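 also: luciferase light reporting Pax8 driven TPO promoter activity; plate controls were median of neutral control wells for no effect and mitoxantrone controls for full effect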
* hit, by the source's call; . = not tested or not shown; [ ] = dose if it differs, or a comment.

SMILES	miR-122 sensor	Casp6 inh	FN deposit inh	LGR2 antag	PGC1a acetyl inh	EWS-Fli inh	Cneo AK release	PAX8 inh HTS
CC(=O)N1CCN(S(=O)(=O)c2cccc(C(=O)NCCc3ccc(Cl)cc3)c2)CC1	.	-3	1	16	-33	-6	-2	8
CN(Cc1ccco1)C(=O)C1CCCN(c2ncnc3c2nc2n3CCCCC2)C1 (stereo unspecified)	-8	1	16	-14	0	6	-2	10
Cc1ccc(CC(=O)O/N=C(\N)c2cccc([N+](=O)[O-])c2)cc1	.	0	-4	3	.	-9	.	-18
C/C(=N/NS(=O)(=O)c1ccc(F)cc1)c1ccc(NC(=O)c2ccc(C)o2)cc1	132*	.	.	3	-4	.	0	.
C[C@@H]1CN([C@H](C)CO)C(=O)Cc2cc(NC(=O)Cc3ccccc3)ccc2O[C@H]1CN(C)Cc1ccccc1	-2[16.7 µM]	-2	.	-6	.	-2	8	12
COc1ccc(CN(C)C[C@@H]2Oc3ccc(NC(=O)Cc4cn(C)c5ccccc45)cc3CC(=O)N([C@H](C)CO)C[C@H]2C)cc1	-5[16.7 µM]	3	.	20	-13	9	-1	54
CC(C)c1ccc2oc(=O)cc(CN3CCOCC3)c2c1	2	3	-1	-10	20	-3	21	-3
c1ccc(N2CCN(c3nc4ccccc4n4cnnc34)CC2)cc1	3	-3	-8	-13	-5	-1	0	19
C[C@H](CO)N1C[C@H](C)[C@@H](CN(C)S(=O)(=O)c2ccccc2)OCCCC[C@H](C)Oc2ccc(NC(=O)NC3CCCCC3)cc2C1=O	0[16.7 µM]	3	6	10	8	13	-1	-13
COc1c(C)cccc1C(=O)NCCCNC(=O)c1ccc(C)nc1	.	1	1	1	.	8	-10	5
O=C(C[C@H]1C=C[C@H](NC(=O)CN2CCOCC2)[C@H](CO)O1)NCc1cccc(F)c1	-1[16.7 µM]	-1	-4	-12	5	1	-2	-1
CC(C)(C)NC(=O)CCN(/N=C/c1ccncc1)C1=NS(=O)(=O)c2ccccc21	-4	1	1	-8	2	1	0	6
O=C(Nc1ccc2c(c1)OCO2)N[C@H]1CC[C@@H](CCNC(=O)C2CCCCC2)O[C@@H]1CO	.	8	.	4	6	4	-5	2
COc1ccc(Nc2ncc(C(=O)N3CCN(Cc4ccccc4)CC3)c3ccccc23)cc1	-6	.	-9	.	.	.	0	14
CS(=O)(=O)c1cccc(-c2nnc(NC(=O)C3=COCCO3)o2)c1	.	-1	8	4	.	-4	.	-26
C[C@@H]1CN([C@H](C)CO)S(=O)(=O)c2ccc(C#Cc3ccccc3)cc2O[C@@H]1CN(C)C(=O)Nc1ccc2c(c1)OCO2	-3[16.7 µM]	2	-5	18	-3	6	4	7
CN1CCN(C(=O)C2CCN(S(=O)(=O)c3cnc[nH]3)CC2)CC1	0	.	.	1	2	.	-1	.
CC(=O)Nc1ccc(NC(=O)COC(=O)c2c3c(nc4ccccc24)CCN(Cc2ccccc2)C3)cc1	.	-7	-9	.	.	-17	.	56
CCCNC(=O)N1C[C@@H]2[C@H](c3ccccc31)[C@@H](CO)N2Cc1ccc(F)cc1	-17[16.7 µM]	.	.	-32	0	1	1	12
C=CCNC(=S)Nc1ccccc1	6	1	.	-6	3	6	2	.
Cn1cc(/C=N/n2cnc3scc(-c4ccc(Cl)cc4)c3c2=O)c2ccccc21	77	.	12	.	19	.	4	65*
Cc1nc2ccccc2[nH]c1=O	.	-1	-1	4	0	5	.	-17
COCC(=O)Nc1ccc2c(c1)[C@H]1C[C@H](CC(=O)NCc3ccccc3)O[C@H](CO)[C@H]1O2	-6[16.7 µM]	-3	6	-6	3	-1	-1	-4
C[C@H]1CN([C@@H](C)CO)C(=O)Cc2cc(NC(=O)c3ccncc3)ccc2O[C@H]1CN(C)S(=O)(=O)c1cccs1	3[16.7 µM]	2	-1	0	2	7	-2	.
C=CCC(COCc1ccccc1)NS(=O)(=O)c1ccccc1Br (stereo unspecified)	2	2	-11	7	.	-15	0	-20
O=C(Nc1ccccc1F)N1CCCCN2[C@H](CO)[C@@H](c3ccc(C#Cc4cccnc4)cc3)[C@@H]2C1	0[16.7 µM]	-1	.	-3	6	1	-2	-10
Cc1ccc(-n2nc3c(c2NC(=O)c2ccco2)CS(=O)(=O)C3)cc1	-2	3	-1	11	-2	9	0	-3
Cc1cccc(S(=O)(=O)N[C@H]2CC[C@H](CCNS(=O)(=O)c3ccccc3F)O[C@@H]2CO)c1	.	-3	6	2	-10	8	52	14
O=C(N/N=C/c1cccnc1)c1ccccc1Cl	6	-1	1	-26	2	-42	-2	-29
O=C(O)c1cc(S(=O)(=O)NCCOc2ccccc2)ccc1Cl	.	-1	3	12	.	6	1	10

A draw from above in order of formula weight, lowest first:
SMILES	miR-122 sensor	Casp6 inh	FN deposit inh	LGR2 antag	PGC1a acetyl inh	EWS-Fli inh	Cneo AK release	PAX8 inh HTS
Cc1nc2ccccc2[nH]c1=O	.	-1	-1	4	0	5	.	-17
O=C(N/N=C/c1cccnc1)c1ccccc1Cl	6	-1	1	-26	2	-42	-2	-29
C=CCC(COCc1ccccc1)NS(=O)(=O)c1ccccc1Br (stereo unspecified)	2	2	-11	7	.	-15	0	-20
Cn1cc(/C=N/n2cnc3scc(-c4ccc(Cl)cc4)c3c2=O)c2ccccc21	77	.	12	.	19	.	4	65*
O=C(Nc1ccccc1F)N1CCCCN2[C@H](CO)[C@@H](c3ccc(C#Cc4cccnc4)cc3)[C@@H]2C1	0[16.7 µM]	-1	.	-3	6	1	-2	-10
C[C@H]1CN([C@@H](C)CO)C(=O)Cc2cc(NC(=O)c3ccncc3)ccc2O[C@H]1CN(C)S(=O)(=O)c1cccs1	3[16.7 µM]	2	-1	0	2	7	-2	.

(listing goes on)
SMILES	miR-122 sensor	Casp6 inh	FN deposit inh	LGR2 antag	PGC1a acetyl inh	EWS-Fli inh	Cneo AK release	PAX8 inh HTS
C[C@@H]1CN([C@H](C)CO)C(=O)c2ccccc2-c2ccccc2CO[C@H]1CN(C)C(=O)Nc1ccc2c(c1)OCO2	.	2	5	-6	0	-22	1	-3
CCN(C[C@H]1N[C@@](C)(C(=O)OC)[C@H]2C(=O)N(Cc3ccccc3)C(=O)[C@@H]12)C(=O)Nc1ccc(C)cc1	1	-6	0	-32	2	3	0	6
Cc1[nH]c(-c2ccco2)nc1C(=O)O	.	0	.	-4	17	-9	2	.
CCNC(=O)[C@@H]1[C@@H](CO)[C@@H]2Cn3c(cccc3=O)[C@H]1N2Cc1cc(F)ccc1F	.	1	.	-3	1	-34	.	.
C/C=C/c1ccc([C@H]2[C@@H](CO)N(CC3CC3)C23CN(C(=O)c2ccc4c(c2)OCO4)C3)cc1	.	2	0	2	-13	0	.	29
COc1cc(C=C2C(=O)OC(C)(C)OC2=O)cc(Cl)c1OCC(=O)Nc1ccccc1	-2	4	12	-2	6	9	.	3
O=C(Nc1ccccc1-c1nnc(SCc2ccccc2Cl)o1)c1ccccc1	4	-4	-10	-8	.	.	0	20
O=C(CSc1cn[nH]n1)Nc1ccc(Cl)cc1Cl	.	3	-5	11	.	-7	4	3
CCCc1nc2oc(C(=O)OCC)c(N)c2c2c1COC(C)(C)C2	-14	.	2	.	16	.	0	-1
CO[C@H]1CN(C)C(=O)c2ccc(NC(=O)Nc3ccccc3Cl)cc2OC[C@@H](C)NC[C@@H]1C	.	-2	10	-3	-6	-6	-3	.
C[C@H](CO)N1C[C@H](C)[C@@H](CN(C)Cc2ccccc2F)Oc2ncc(C3=CCCCC3)cc2C1=O	-15[16.7 µM]	2	2	13	-8	15	1	6
C[C@@H]1CN([C@H](C)CO)C(=O)Cc2cc(NC(=O)NC3CCCCC3)ccc2O[C@H]1CN(C)S(=O)(=O)c1ccc(Cl)cc1	2[16.7 µM]	0	.	-16	3	11	-4	15
Cc1c(C(=O)NCc2ccc3c(c2)OCCO3)sc(=O)n1Cc1ccc(S(=O)(=O)N(C)C)cc1	.	-1	-20	8	.	13	0	14
O=C(CCc1ccccc1)Nc1ccccc1OC(=O)c1ccccc1	10	-2	-4	-21	14	-13	1	-29
COc1ccccc1C(=O)NNC(=O)c1ccc(O)cc1	1	-1	-2	0	.	-13	-2	8
C[C@H]1CN([C@@H](C)CO)C(=O)Cc2cc(N(C)C)ccc2O[C@H]1CN(C)S(=O)(=O)c1ccc(Cl)cc1	-2[16.7 µM]	2	.	-7	-4	-16	-22	34
CC(=O)NCCC(=O)Nc1nc2c(ccc3ccccc32)s1	1	-6	7	7	6	-89	4	-31
CCCCCCCCN1C(=O)[C@@H](CC(=O)NCCCCc2ccccc2)C[C@@]2(C(=O)OC)C1=C[C@H](C1CCCC1)O[C@@H]2C	.	-2	-11	-10	.	1	.	-1
CCCN(CCC)C(=O)CC(c1ccccc1)c1ccco1 (stereo unspecified)	1	-1	-1	-2	-10	3	-6	-2
Cc1ccccc1N1CCN(C2CCCN(C(=O)CN3CCCC3=O)C2)CC1 (stereo unspecified)	.	-1	1	1	.	.	-1	4

Single records (already shown). Values in the order: miR-122 sensor	Casp6 inh	FN deposit inh	LGR2 antag	PGC1a acetyl inh	EWS-Fli inh	Cneo AK release	PAX8 inh HTS
`C[C@H](CO)N1C[C@H](C)[C@@H](CN(C)S(=O)(=O)c2ccccc2)OCCCC[C@H](C)Oc2ccc(NC(=O)NC3CCCCC3)cc2C1=O` in the list: 0[16.7 µM]	3	6	10	8	13	-1	-13
`CS(=O)(=O)c1cccc(-c2nnc(NC(=O)C3=COCCO3)o2)c1` in the list: .	-1	8	4	.	-4	.	-26
`Cn1cc(/C=N/n2cnc3scc(-c4ccc(Cl)cc4)c3c2=O)c2ccccc21` in the list: 77	.	12	.	19	.	4	65*

Other records
SMILES	miR-122 sensor	Casp6 inh	FN deposit inh	LGR2 antag	PGC1a acetyl inh	EWS-Fli inh	Cneo AK release	PAX8 inh HTS
CO[C@H]1CN(C)C(=O)c2cc(NC(=O)CC(F)(F)F)ccc2OC[C@@H](C)N(C(=O)C2CC2)C[C@@H]1C	.	3	6	10	6	2	.	.
CCc1ccc(-c2cc(C)no2)cc1S(=O)(=O)N1CCN(c2cc(C)ccc2C)CC1	-2	-3	-5	15	-17	.	0	16
COCC(=O)N1[C@@H](CO)[C@@H]2c3ccccc3N(C(=O)c3ccccc3F)C[C@@H]21	-4[16.7 µM]	-1	.	5	3	2	-1	8
N#CCCN(C(=O)COC(=O)C12CC3CC(CC(O)(C3)C1)C2)c1ccc(F)cc1	-11	-155	17	.	9	-1	-3	-5
CC1CN(CCC(=O)Nc2ccccc2F)CC(C)O1 (stereo unspecified)	-1	-2	-4	.	-2	5	6	6

Source: PubChem (Broad Institute)

Hits appear at their usual frequency. Share with any hit: about 2.5%.
